Screens as filed in PubChem.
CRE-bla Fsk = modulators of forskolin-stimulated CRE signaling in CHO cells. actives 2.5% (n = 71,000). CHO CRE-bla reporter (cAMP response element driving beta-lactamase), forskolin EC10, beta-lactamase ratio. AID 662. Potency, µM (series often up to 38.2 µM), without a hit: at the top dose activity change, negative = inhibition, most hits filed as activators; active means well fitted activation curve with a large enough effect in the signal ratio, with a control signal flat, not every such curve was filed as active; inconclusive means small, poorly fitted or top-dose-only effect, or effect the other way, or a change in a side signal; the % refers to the signal ratio; further: potency means the concentration at half of the fitted maximal effect; % of control where 0% means no effect
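The 460nm/530nm emission ratio after CCF4 loading defined %Activity, from which AC50 values were obtained. CRE-bla CHO cells received compound dilution series together with an EC10 level of NKH 477 for 3 hours at 37 degrees Celsius.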
A350 autofl = A350 region autofluorescence. Compound autofluorescence, 340/450 nm, Alexa 350 dye-equivalents; active compounds read high. max dye-equivalent concentration, M. actives 11% (n = 59,000); in the data active means max dye-equivalent concentration above about 10 nM; inconclusive means mostly about 1.1 nM to 9.6 nM
4MU fluor = 4-MU region autofluorescence; compound autofluorescence, 340/450 nm, 4-MU equivalents; active compounds read high; max dye-equivalent concentration, M; actives 11% (n = 59,000); AID 589; in the data active means max dye-equivalent concentration above about 10 nM; inconclusive means mostly about 1.1 nM to 9.6 nM
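Compounds in 100 mM Tris, pH 8.0, sat 15 min at room temperature before fluorescence was read at 340 nm excitation/450 nm emission; a per-plate six-point 4-MU standard curve converted signals to dye-equivalent concentration at each compound concentration.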
ALOX15 inhib = 15-hLO (ALOX15) enzyme inhibition; purified 15hLO-1, xylenol orange hydroperoxide absorbance; Potency, µM (top dose mostly 57.1 µM), without a hit: at the highest dose activity change, negative = inhibition, most hits filed as inhibitors; actives 1.4% (n = 74,000); AID 887; further: potency means the concentration at half of the fitted maximal effect; on the % scale 0 is the no-effect control and ±100 the full control effect; nearly all actives have a fitted effect of over 55% in size
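40 nM 15hLO-1 + cpd, 15 min RT; start w/ 50 uM AA (final), 6 min RT; stop/detect w/ 200 uM XO + 300 uM Fe(II) in 50 mM H2SO4, 30 min; A573/A405. Buffer 25 mM Hepes pH 7.5, 0.01% Triton X-100. No-enzyme wells as negative control.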
DNA Pol III inh = DNA polymerase III holoenzyme inhibition. reconstituted DNA polymerase III holoenzyme replication, biochemical. Potency, µM (titrated, usually from 57.1 µM), inactives show at the highest dose activity change, negative = inhibition. actives 0.25% (n = 71,000); further: potency means the concentration at half of the fitted maximal effect; on the % scale 0 is the no-effect control and ±100 the full control effect
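Reconstituted *E. coli* holoenzyme (0.35 nM Pol III, 1 nM beta, 154 nM SSB, 2 nM primase) was preincubated with compound for 15 min at RT. Synthesis on 1.4 nM ssM13Gori ran 35 min, then was stopped with PicoGreen/EDTA and read as dsDNA fluorescence.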
HBB splicing = hemoglobin beta splicing modulation; actives 0.06% (n = 65,000); HBB splicing reporter cell assay, activation; EGFP reporter with mutant IVS2-654 intron; response scale: normalised to 500 nM splice-correcting PNA; AID 925; Potency, µM (titrated, usually from 46.1 µM), without a hit: at the top dose activation, usual class: activators; further: potency means the concentration at half of the fitted maximal effect; 0% is about no effect
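Compounds were applied for 2 days to HeLa EGFP-654 cells, 500/well in Optimem with 2% FCS. The reporter's EGFP is disrupted by mis-splicing of beta-globin intron IVS2-654. Readout: summed well GFP fluorescence from 488 nm laser scanning; reference was 500 nM antisense […] 654 PNA.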
UbGFP stabilizer = proteasome inhibitors stabilizing ubiquitin-GFP reporter; Ubiquitin-GFP reporter cells, proteasome inhibition, GFP fluorescence; response scale: untreated = 0%, 10 µM MG-132 = 100%; Potency, µM (series often up to 45.9 µM), without a hit: at the top dose activation (GFP accumulation), actives largely listed as activators; 67,000 tested, under 10 active; AID 526; active means well fitted activation curve with a large enough effect, not every such curve was filed as active; inconclusive means small, poorly fitted or top-dose-only effect, or another doubt; inactive means no such curve, though single readings can be large or run the other way; further: potency means the concentration at half of the fitted maximal effect
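Reporter cells (U2OS, ubiquitin-G76V-GFP fusion) are plated overnight, then treated 4 hr at 37 °C with compound titrations from 46 uM down to 2.9 nM. Activity is scaled against untreated cells and 10 uM MG-132.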
GFP derepression = epigenetic modulators derepressing GFP locus in mouse cells | mouse C127i GFP locus derepression, cytometry, 30 h | Potency, µM (top dose mostly 46.1 µM), for the others: top-dose GFP derepression (activation) | actives 0.09% (n = 68,000); further: % of control where 0% means no effect
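Murine C127i mammary cells carrying a silenced, stably integrated CMV-driven GFP reporter were treated with compound for 30 hours at 37 C. After PBS washes, GFP-positive cells were counted by laser-scanning microplate cytometry.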
BRCT inh green = BRCA1 BRCT-phosphoprotein interaction inhibition; BRCA1 BRCT-phosphopeptide binding, green fluorescence polarization; Potency, µM (doses to about 76.9 µM), inactives show at the top dose activity change, negative = inhibition, usual class: inhibitors; actives 0.05% (n = 75,000);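 further: potency means the concentration at half of the fitted maximal effect; plate controls were peptide without protein for full effect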
Target sequence (P38398 whole entry, looked up): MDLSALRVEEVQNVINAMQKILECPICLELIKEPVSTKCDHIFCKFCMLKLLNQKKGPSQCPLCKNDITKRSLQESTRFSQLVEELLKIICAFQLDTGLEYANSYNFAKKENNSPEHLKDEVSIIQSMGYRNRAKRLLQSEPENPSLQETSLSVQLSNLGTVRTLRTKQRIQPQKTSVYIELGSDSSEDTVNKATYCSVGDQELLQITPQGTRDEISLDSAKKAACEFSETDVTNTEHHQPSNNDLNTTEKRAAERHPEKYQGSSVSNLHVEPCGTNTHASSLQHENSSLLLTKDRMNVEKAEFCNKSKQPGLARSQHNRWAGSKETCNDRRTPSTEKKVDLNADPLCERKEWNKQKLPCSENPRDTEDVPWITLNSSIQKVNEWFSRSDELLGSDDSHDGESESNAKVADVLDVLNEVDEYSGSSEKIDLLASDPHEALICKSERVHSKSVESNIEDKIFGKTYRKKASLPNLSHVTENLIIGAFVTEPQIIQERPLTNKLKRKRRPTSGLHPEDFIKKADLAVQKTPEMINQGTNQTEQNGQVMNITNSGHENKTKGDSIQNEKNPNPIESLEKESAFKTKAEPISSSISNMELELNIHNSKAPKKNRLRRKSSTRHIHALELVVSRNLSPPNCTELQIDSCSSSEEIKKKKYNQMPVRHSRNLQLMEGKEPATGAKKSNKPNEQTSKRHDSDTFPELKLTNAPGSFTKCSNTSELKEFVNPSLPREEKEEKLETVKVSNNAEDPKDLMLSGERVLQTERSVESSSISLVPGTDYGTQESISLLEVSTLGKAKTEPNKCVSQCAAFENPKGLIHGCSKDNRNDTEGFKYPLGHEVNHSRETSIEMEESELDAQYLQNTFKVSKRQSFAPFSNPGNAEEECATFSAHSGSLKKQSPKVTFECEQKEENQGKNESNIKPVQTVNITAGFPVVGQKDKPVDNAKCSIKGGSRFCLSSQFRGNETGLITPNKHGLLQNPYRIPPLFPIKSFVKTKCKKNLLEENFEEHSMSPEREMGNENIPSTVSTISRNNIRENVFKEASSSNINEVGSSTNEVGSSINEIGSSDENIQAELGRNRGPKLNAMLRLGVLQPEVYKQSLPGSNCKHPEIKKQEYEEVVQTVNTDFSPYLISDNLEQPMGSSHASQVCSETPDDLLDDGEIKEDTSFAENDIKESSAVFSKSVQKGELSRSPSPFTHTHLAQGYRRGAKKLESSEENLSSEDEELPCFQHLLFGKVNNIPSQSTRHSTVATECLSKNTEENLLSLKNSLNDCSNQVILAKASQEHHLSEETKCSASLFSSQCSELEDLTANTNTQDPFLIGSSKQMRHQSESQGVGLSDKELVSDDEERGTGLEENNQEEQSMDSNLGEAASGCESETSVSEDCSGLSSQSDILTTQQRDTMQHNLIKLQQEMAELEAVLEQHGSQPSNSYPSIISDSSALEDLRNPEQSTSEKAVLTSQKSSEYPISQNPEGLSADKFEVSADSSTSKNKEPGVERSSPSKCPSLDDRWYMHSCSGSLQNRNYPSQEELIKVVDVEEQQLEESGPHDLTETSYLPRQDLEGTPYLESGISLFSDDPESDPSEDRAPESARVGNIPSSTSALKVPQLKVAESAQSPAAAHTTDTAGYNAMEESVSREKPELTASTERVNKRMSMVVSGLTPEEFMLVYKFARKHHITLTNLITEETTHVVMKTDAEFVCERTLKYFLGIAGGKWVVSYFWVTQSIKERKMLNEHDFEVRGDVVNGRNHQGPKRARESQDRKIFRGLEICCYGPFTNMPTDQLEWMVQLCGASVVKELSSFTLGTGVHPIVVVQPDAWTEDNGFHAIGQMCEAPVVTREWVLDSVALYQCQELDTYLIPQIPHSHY
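Compounds were incubated for 12 min at room temperature with a complex of 100 nM fluorescein-tagged pBACH1 decapeptide and 250 nM His-tagged BRCT protein. Buffer was phosphate pH 7.3 with EDTA, DTT and Tween 20. Disruption of binding lowers the polarization signal.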
Hsp90 Hop PPI = changes Hsp90-Hop TPR2A binding signal, up or down; AlphaScreen TPR2A-His6 binding biotin-Hsp90 C-terminal peptide; Potency, µM (series often up to 57 µM), for inactives: top-dose activity change, negative = inhibition; actives 0.44% (n = 71,000); active means well fitted curve in either direction with a large enough effect; inconclusive means small, poorly fitted or top-dose-only effect, or another doubt; further: potency means the concentration at half of the fitted maximal effect; on the % scale 0 is the no-effect control and ±100 the full control effect; many of its hits are not listed in these tables
BRCT inh red = disrupts BRCA1 BRCT binding to phosphoprotein, red fluorophore readout | P38398 | BRCT-phosphopeptide binding, red fluorescence polarization | Potency, µM (top dose mostly 76.9 µM), without a hit: at the highest dose activity change, negative = inhibition, most hits filed as inhibitors | actives 0.03% (n = 75,000); further: on the % scale 0 is the no-effect control and ±100 the full control effect
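Fluorescence polarization: 100 nM His-tagged BRCA1 BRCT with 100 nM TAMRA-labelled phospho-BACH1 decapeptide, phosphate buffer pH 7.3 with 150 mM NaCl, DTT, 0.01% Tween 20; 12 min RT. Binding inhibition seen as FP decrease.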
The depositor's hits bear a star; i = inactive; ? = inconclusive; . = no result given; [ ] = remark or other dose. Unless noted, the call rests on the fitted dose curve; in most records, active means well fitted curve in the direction sought with a large enough effect; inconclusive means small, poorly fitted or top-dose-only effect, or another doubt; inactive means no such curve, though single readings can be large; an effect the other way counts as inactive or inconclusive.

SMILES	CRE-bla Fsk	A350 autofl	4MU fluor	ALOX15 inhib	DNA Pol III inh	HBB splicing	UbGFP stabilizer	GFP derepression	BRCT inh green	Hsp90 Hop PPI	BRCT inh red
CCCCC(=O)NCCc1c(Cc2ccccc2)[nH]c2ccccc12	?	.	.	?	-6.2%	.	-0.1%	1.4%	-1.3%	-7.9%	0.3%
Cc1ccc(C(=O)C2CCN(CC(=O)Nc3ccc4c(c3)OCCO4)CC2)cc1	-5.4%	i	i	9.3%	0.1%	-0.3%[57.5 µM]	7.4%	-1.2%	2.0%	-2.2%	1.6%
O=C(NCCN1C(=O)C2C3C=CC(C3)C2C1=O)Nc1cccnc1 (configuration not stated)	0.4%	.	.	3.9%	-7.2%	-0.2%	-14.3%	.	-3.2%	-5.9%[2.3 µM]	-0.3%
Cc1ccc2nc3c(cc(C#N)c(=O)n3-c3nccs3)c(=O)n2c1	?	1.4e-05M*	9.99e-06M*	-24.3%	-9.9%	-2.2%[57.5 µM]	-1.7%	5.9%	-2.6%	-5.8%	0.2%
COc1ccc(-c2nc(-c3cccc(C)c3)no2)cc1OC	?	i	i	-2.0%	-1.6%	0.2%	12.4%	4.3%	-1.9%	-2.4%	0.3%
O=C(OCC(=O)N1CCN(C(=O)c2ccco2)CC1)c1ccccc1OCc1ccc(Cl)cc1	15.7%	i	i	-6.1%	5.2%	-0.5%[57.5 µM]	-1.7%	1.6%	-0.7%	-4.8%	0.7%
O=C(Nc1cccc(Cl)c1Cl)c1ccncc1	-14.8%	.	.	-5.8%	1.5%	0.5%[9.22 µM]	3.3%	-2.2%	-1.0%	-2.5%	-1.3%
CCn1c(CC(=O)Nc2ccccc2F)nnc1SCC(=O)N1CCN(c2ccccc2)CC1	-12.4%	i	i	-14.5%	-4.1%	1.5%	-1.0%	7.5%	-0.5%	-8.2%	0.1%
CCOc1ccccc1OCC(O)CNC (configuration not stated)	1.1%	i	i	?	0.5%	-0.9%	-7.3%	5.8%	-3.5%	?	-2.0%
COC(=O)[C@@]1(Cc2ccc(F)cc2)[C@H]2c3cc(C(=O)N4CCCC4)n(Cc4ccc(S(C)(=O)=O)cc4)c3C[C@H]2CN1C(=O)c1ccccc1	-8.7%	.	.	.	10.7%	0.3%	.	.	5.0%	-15.5%	-2.9%
CC(C)(C)C(=O)OCOC(=O)[C@@H]1N2C(=O)[C@@H](NC(=O)[C@H](N)c3ccccc3)[C@H]2SC1(C)C	?	i	i	2.1%[25.6 µM]	-9.5%[25.6 µM]	0.8%[20.6 µM]	3.0%[20.5 µM]	-0.7%[20.6 µM]	0.4%[34.4 µM]	-5.6%[26 µM]	-2.0%[34.4 µM]
CCCC(=O)Nc1cc(C)c(NC(=O)C23CC4CC(CC(C4)C2)C3)cn1	4.9%	?	?	1.6%	-0.5%	-0.4%[57.5 µM]	0.0%	-3.1%	0.6%	-5.7%	-0.3%
COc1ccc(-c2nc(C#N)c(NC(C)C)o2)cc1	?	?	?	10.0%	-1.6%	-4.3%	-2.4%	-2.1%	-1.0%	-11.7%	-0.3%
c1cncc(-c2nnc3n2N=C(c2cccs2)CS3)c1	?	i	i	0.0%	-3.1%	0.3%	3.0%	-0.2%	-0.8%	-13.9%	-3.0%
COc1ccc(NC(=O)c2ocnc2C)cc1OC	?	i	i	6.6%	-5.4%	2.9%[1.84 µM]	-3.6%	4.1%	-0.5%	-1.2%	-0.2%
CC1=C(C(=O)Nc2ccc(F)cc2)C(c2cccc(C)c2)n2nc(CCCO)nc2N1 (configuration not stated)	-5.7%	.	.	3.2%	-4.7%	-1.6%	-0.3%	2.3%	-3.5%	-6.1%	0.3%
CC(Sc1nc2ccccc2c(=O)n1Cc1ccco1)C(=O)c1ccccc1 (configuration not stated)	4.9%	i	i	5.6%	-2.4%	-0.1%[57.5 µM]	-4.0%	3.6%	-0.6%	-2.0%	-0.1%
O=C(c1ccc(CNS(=O)(=O)c2ccccc2)cc1)N1CCN(c2ccccn2)CC1	?	i	i	-6.8%	-1.2%	-3.4%	0.6%	-1.8%	-0.7%	-1.0%	-0.3%
CN1C(=O)CC(N2CCN(CC(=O)N3CCCC3)CC2)C1=O (configuration not stated)	-5.5%	.	.	-2.8%	-6.5%	0.8%[9.22 µM]	?	4.3%	-0.7%	-1.9%	-0.2%
COC(=O)c1cn(CC(=O)NCc2ccco2)c2ccccc12	-0.4%	1.13e-08M*	1.06e-08M*	1.9%	-1.3%	1.2%	9.8%	2.7%	-0.2%	0.2%	-0.2%
O=C(CN1CC(c2ccccc2)CC1=O)OCc1ccccc1F (configuration not stated)	-7.5%	?	i	1.6%	8.7%	-0.2%	7.8%	0.0%	0.3%	1.2%	0.1%
CCCC[C@@H]1C[C@H]1C(NC(=O)Cc1ccccc1)c1ccc(-c2ccccc2)cc1 (some centres not stated)	14.6%	.	.	.	0.4%	-0.1%	.	.	-0.2%	?	1.1%
CCOC(=O)C1CCN(C(=O)c2ccc(OCC)c(OCC)c2)CC1	10.6%	i	i	-4.2%	-2.5%	1.2%	-3.9%	-1.2%	0.0%	-2.7%	0.6%
Cn1c(=O)c(-c2ccc(F)cc2)nc2cnc(N3CCOCC3)nc21	2.51µM*	5.06e-08M*	3.97e-08M*	4.9%	-1.1%	1.3%	1.1%	-2.7%[9.22 µM]	-0.4%	-3.7%	0.4%
COc1cccc(-n2c(Cc3cc(=O)[nH]c(=O)[nH]3)nnc2SCC(=O)N2CCCCCC2)c1	-3.0%	.	.	10.7%	0.0%	0.8%	2.1%	.	-1.8%	-2.4%[2.3 µM]	1.6%

(continued)
SMILES	CRE-bla Fsk	A350 autofl	4MU fluor	ALOX15 inhib	DNA Pol III inh	HBB splicing	UbGFP stabilizer	GFP derepression	BRCT inh green	Hsp90 Hop PPI	BRCT inh red
COc1ccc(C2N(c3cc(Cl)ccc3OC)C(=O)C3CCCN32)cc1 (configuration not stated)	-4.0%	.	.	2.5%	-4.7%	0.1%	25.6%	1.9%	1.1%	-1.4%	0.3%
O=c1c2cc(N3CCOCC3)ccc2[nH]c(=S)n1Cc1ccccn1	5.6%	2.8e-08M*	2.18e-08M*	-4.7%	-15.3%	1.4%[0.369 µM]	0.0%	0.0%	-0.9%	-3.9%	-1.1%
CC(C)OC(=O)CSc1nnnn1-c1ccc2c(c1)OCCO2	0.3%	i	i	6.3%	-2.8%	0.1%	0.8%	-1.2%	-3.4%	-0.1%	-2.9%
CCOC(=O)C1CCCN(C(=O)CCc2ccccc2)C1 (configuration not stated)	19.9%[7.6 µM]	.	.	2.4%[11.4 µM]	-2.1%[11.4 µM]	-6.4%[0.0738 µM]	2.9%[9.17 µM]	-3.5%	-1.2%	-1.8%[11 µM]	0.0%
Cc1ccc2cc(CN(Cc3cccs3)Cc3nnnn3CC3CCCO3)c(=O)[nH]c2c1C (configuration not stated)	3.9%	i	i	-6.5%	-3.6%	.	0.4%	3.8%	0.5%	0.4%	-0.8%
Cc1cccc(C)c1OCc1nnc(SCC(=O)Nc2nccs2)o1	0.6%	.	.	53.9%[activator]	-5.4%	0.3%	-3.3%	-3.9%	-1.6%	-5.7%	1.8%
Cc1cc(C)n(C(=O)c2cc3ccccc3c(=O)o2)n1	?	?	i	-0.1%	-4.2%	-0.4%	-3.2%	2.9%	-0.8%	1.7%	1.2%
CCn1c(Cn2nnc(-c3ccccc3)n2)nnc1SCC(=O)Nc1ccccc1	-9.1%	i	i	-15.6%	-3.7%	-0.2%[57.5 µM]	-2.4%	-1.3%	0.8%	1.1%	1.0%
O=C(c1cnn2ccccc12)N1CCCc2ccccc21	1.4%	.	.	3.3%	0.2%	0.0%	-1.4%	.	-0.5%	-2.6%[2.3 µM]	-0.2%

Three successive entries out of the list so far:
SMILES	CRE-bla Fsk	A350 autofl	4MU fluor	ALOX15 inhib	DNA Pol III inh	HBB splicing	UbGFP stabilizer	GFP derepression	BRCT inh green	Hsp90 Hop PPI	BRCT inh red
O=C(Nc1cccc(Cl)c1Cl)c1ccncc1	-14.8%	.	.	-5.8%	1.5%	0.5%[9.22 µM]	3.3%	-2.2%	-1.0%	-2.5%	-1.3%
CCn1c(CC(=O)Nc2ccccc2F)nnc1SCC(=O)N1CCN(c2ccccc2)CC1	-12.4%	i	i	-14.5%	-4.1%	1.5%	-1.0%	7.5%	-0.5%	-8.2%	0.1%
CCOc1ccccc1OCC(O)CNC (configuration not stated)	1.1%	i	i	?	0.5%	-0.9%	-7.3%	5.8%	-3.5%	?	-2.0%
